V1R ag counter: activates human V1a receptor in oxytocin agonist counter-screen; CHO-V1R cells, Fluo-8 calcium fluorescence, agonist mode; 0% DMSO, 100% 3 nM vasopressin; activation, % at 3 µM; actives 0.25% (n = 320,000); AID 2797;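 active = activation above the mean activation of all tested compounds plus 3 SD, per screening run, cut at about 20% in these data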;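 note: signal is peak over basal fluorescence ratio across a 100 second FLIPR read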
OXTR ag: human OXTR agonism; actives 0.32% (n = 320,000); activation, % at 3 µM; CHO-OTR cells, Fluo-8 calcium fluorescence; normalized: DMSO 0%, oxytocin 100%; P30559;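 active = activation above the mean of all tested compounds plus 3 SD, cutoff set per screening run, cut at about 20% in these data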;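 note: peak over basal fluorescence ratio from a 100 s FLIPR kinetic read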
Target sequence (P30559 whole entry, looked up): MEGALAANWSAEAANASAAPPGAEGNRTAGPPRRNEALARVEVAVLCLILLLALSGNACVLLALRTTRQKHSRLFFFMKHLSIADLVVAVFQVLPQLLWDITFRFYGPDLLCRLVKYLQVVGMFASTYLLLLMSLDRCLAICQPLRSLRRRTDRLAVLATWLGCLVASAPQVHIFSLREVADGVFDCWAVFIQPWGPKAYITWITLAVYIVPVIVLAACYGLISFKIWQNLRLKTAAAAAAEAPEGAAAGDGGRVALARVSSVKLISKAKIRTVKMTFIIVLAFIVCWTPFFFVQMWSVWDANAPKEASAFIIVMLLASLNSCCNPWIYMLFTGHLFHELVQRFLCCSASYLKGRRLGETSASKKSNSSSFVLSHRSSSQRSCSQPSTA
GalR3 antagonist: human GalR3 antagonism | O60755 | HEK293 GalR3-CNG cAMP membrane potential fluorescence; galR3 body fused to GalR1 C-terminus | inhibition, % at 3 µM | actives 0.44% (n = 360,000) | AID 651719;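 active = inhibition above the screen-wide average plus 3 SD, cut at about 13% in these data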;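 note: forskolin and galanin both at EC90 stimulate the cells; cAMP rise reported by CNG channel membrane potential dye signal; 0% = forskolin plus galanin with DMSO and 100% = forskolin alone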
Target sequence (O60755 1-299 limits assumed): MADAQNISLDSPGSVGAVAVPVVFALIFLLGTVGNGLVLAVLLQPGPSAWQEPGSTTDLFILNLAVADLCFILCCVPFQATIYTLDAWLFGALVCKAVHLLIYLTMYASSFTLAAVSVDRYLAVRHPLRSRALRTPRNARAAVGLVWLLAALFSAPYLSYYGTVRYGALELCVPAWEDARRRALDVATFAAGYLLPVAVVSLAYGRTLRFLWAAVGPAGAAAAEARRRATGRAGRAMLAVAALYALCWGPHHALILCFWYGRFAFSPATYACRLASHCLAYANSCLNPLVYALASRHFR
Active calls of the source: *. An excerpt; the hit share may differ from the screen's.

SMILES	V1R ag counter	OXTR ag	GalR3 antagonist
COc1ccc(/C=N\NC(=O)c2cccc(F)c2)cc1COc1ccccc1	0.7	-0.3	1
COc1ccc(CNC(=O)C(=O)NCCC2CCCCN2S(=O)(=O)c2ccc(C)cc2)cc1 (stereo not drawn)	0.7	-1.6	-5
Cc1ccc(S(=O)(=O)N2CCN(C(=O)CSc3n[nH]c(N)n3)CC2)c(C)c1	-0.2	-0.7	-2
CC1Cc2ccccc2N1C(=O)CN(C)CC(=O)Nc1cccc(F)c1 (stereo not drawn)	-0.1	-1.1	-1
Cc1ccc(S(N)(=O)=O)cc1	0.2	0.6	-1
CCN(Cc1nc2ccccc2c(=O)[nH]1)C(=O)CN1C(=O)NC2(CCCCC2C)C1=O (stereo not drawn)	-0.1	-0.9	-2
CCC(C)c1ccc(NC(=O)COC(=O)CCNS(=O)(=O)c2cccs2)cc1 (stereo not drawn)	3.0	7.0	-3
COc1ccc(C(=O)COC(=O)CCCN=C2NS(=O)(=O)c3ccccc32)c(OC)c1	4.0	2.8	3
Cc1ccc(SCC(=O)NNC(=O)CNC(=O)c2ccccc2F)cc1	0.2	-0.4	-5
CC(NC(=O)c1ccc(NC(=O)CC2SC(N3CCCC3)=NC2=O)cc1)c1ccc(F)cc1 (stereo not drawn)	-0.8	-1.9	-1
CC(=O)c1ccc(NC(=O)COC(=O)Cc2ccsc2)cc1	1.9	1.1	-3
O=C(COc1ccc(F)cc1)NCC1(N2CCOCC2)CCCCC1	-0.5	-1.2	-2
CC(=O)c1cccc(NC(=O)c2cc(-c3ccncc3)nc3ccccc23)c1	0.5	1.0	-4
Cc1ccsc1C(=O)NNC(=O)COc1ccc(Br)cc1	0.9	0.5	-6
Cc1ccc(S(=O)(=O)N(Cc2cccc(C)c2)C(=O)N2CCN(C)CC2)cc1	-0.5	1.1	-3
O=C(NCCOc1ccccc1Cl)c1ccc2c(c1)S(=O)(=O)c1cc(Cl)ccc1C2=O	-0.5	0.0	-6
COCC(C)n1c(C)cc(C(=O)COC(=O)c2cc(=O)[nH]c3ccccc23)c1C (stereo not drawn)	0.1	-0.8	-4
CCN(CC(=O)Nc1c(F)cccc1F)C(=O)c1ccc(COc2ccccc2)cc1	5.4	2.3	2
CCCCn1c(N)c(N(CC(C)C)C(=O)C2CCN(S(=O)(=O)c3ccccc3)CC2)c(=O)[nH]c1=O	-0.2	0.1	-3
CC(NC(=O)c1ccccc1)C(=O)OCn1nnc2ccccc2c1=O (stereo not drawn)	6.6	0.1	0
CC(=O)NS(=O)(=O)c1ccc(NC(=O)C(C)NS(=O)(=O)/C=C/c2ccccc2)cc1 (stereo not drawn)	1.3	3.3	-5
Cc1noc(C)c1S(=O)(=O)N(C)C[C@H]1Oc2c(NC(=O)Nc3ccc(C(F)(F)F)cc3)cccc2C(=O)N([C@H](C)CO)C[C@@H]1C	1.6	0.4	-8
Cc1cc(C)cc(NC(=O)CSc2nc(=O)n(CCCN3CCOCC3)c3c2CCCC3)c1	-0.8	-1.4	1
Cn1c(N)c(C(=O)COC(=O)/C=C/c2cccc(C(F)(F)F)c2)c(=O)n(C)c1=O	9.8	15	1
COc1cc(C(=O)NCC(=O)OCC(=O)Nc2nnc(-c3ccccc3)o2)cc(OC)c1OC	-0.2	1.0	-5
O=C(COC(=O)Cn1ccc(=O)[nH]c1=O)Nc1ccc(F)cc1	1.1	0.8	-3
CSCCC(NC(=O)c1ccco1)C(=O)OCC(=O)N(Cc1ccccc1)C(C)(C)C (stereo not drawn)	-0.8	2.0	-9
N#CCCN(C(=O)COC(=O)CCC(=O)c1ccc(F)cc1)c1ccccc1	0.9	1.6	-6
Cc1ccc(N(C)S(=O)(=O)c2cccc(C(=O)NNC(=O)c3ccncc3)c2)cc1	1.0	-0.6	-3
CC12CCC(=O)N1C(C(=O)Nc1nc(-c3ccccc3)cs1)CS2 (stereo not drawn)	-0.9	-2.2	-2
Cc1ccccc1NC(=O)Cc1nc(COC(=O)COc2ccccc2C(C)C)cs1	5.2	0.8	-4
O=C(CSc1nccn(-c2ccc3c(c2)OCCO3)c1=O)Nc1ccccc1	2.1	0.5	-1
O=C(OCCN1CCOCC1)c1ccccc1Cl	0.6	0.5	1
O=C(CSc1nncn1-c1ccccc1F)NC1CC1	1.7	2.1	-6
CCc1noc(C)c1C(=O)N1CCN(S(=O)(=O)c2ccc(Cl)cc2)CC1	-1.0	0.8	-4
Cc1ccccc1CSc1nc2ccccc2c(=O)n1C	1.9	0.6	-7
COc1ccc(C(=O)COC(=O)c2nc3nccc(C)n3n2)cc1F	0.6	0.7	-5
O=C(OCc1c(-c2ccccc2)ncc2ccccc12)c1cccs1	-1.9	-0.9	-5
CN(CC(=O)N(C)CC(=O)Nc1c(Cl)cccc1Cl)Cc1ccccc1F	0.7	2.9	-1
Cn1cccc1C(=O)OCC(=O)N1CCc2ccccc21	-0.1	-0.8	0
Oc1cccc2c(-c3nn[nH]n3)ccnc12	0.6	0.8	5
CCCn1c(CCl)nc2cc(S(=O)(=O)N3CCOCC3)ccc21	1.4	1.8	-6
O=C(CNC(=O)c1ccc2c(c1)OCO2)Nc1cccc(Br)c1	0.0	1.3	-4
COc1ccc([C@H]2CC(=O)C=C(c3ccc(C)cc3)C2)cc1	-0.6	-0.9	-3
COc1ccc(S(=O)(=O)N2CCC3(CC2)OCCN3S(=O)(=O)c2ccccc2)cc1OC	3.5	3.5	-5
Cc1cccc(C)c1NC(=O)CN1CCN(C(=O)CNC(=O)c2ccc(N3CCCC3=O)cc2)CC1	1.0	0.6	-6
COCc1ccc(-c2c(-c3ccsc3)sc3ccccc23)cc1	0.7	1.6	2
CCOC(=O)C1CCN(C(=O)c2cc(S(=O)(=O)N3CCc4ccccc43)ccc2OC)CC1	-1.2	-1.3	1
Cc1cccc(C(=O)NCC(=O)OCC(=O)N2CCN(S(=O)(=O)c3ccc(C)cc3C)CC2)c1	3.5	1.3	1
O=C(COC(=O)/C=C/c1ccccc1[N+](=O)[O-])NCc1ccco1	1.8	1.4	-8

Complete entries from above.
COc1ccc(/C=N\NC(=O)c2cccc(F)c2)cc1COc1ccccc1 is listed with V1R ag counter: 0.7; OXTR ag: -0.3; GalR3 antagonist: 1
CC1Cc2ccccc2N1C(=O)CN(C)CC(=O)Nc1cccc(F)c1 (stereo not drawn) is listed with V1R ag counter: -0.1; OXTR ag: -1.1; GalR3 antagonist: -1

Remaining list, next part.
SMILES	V1R ag counter	OXTR ag	GalR3 antagonist
CCC(C)Sc1ccc([C@@H]2[C@@H]3C(=O)N(C)C(=O)[C@@H]3[C@]3(C(=O)OC)CCCCN23)cc1OC (stereo partly drawn)	-0.7	-2.0	-5
CN(C)S(=O)(=O)c1ccc(Cl)c(C(=O)OCC(=O)NC(=O)NC2CCCC2)c1	6.1	4.8	-3
Cc1cc(=O)oc2cc(NC(=O)C(C)Oc3ccccc3)ccc12 (stereo not drawn)	-0.7	-1.2	-5
Cn1c(-c2ccc(F)c(F)c2)cc2onc(-c3ccccc3)c2c1=O	0.4	-1.1	0
Cc1ccc(NS(=O)(=O)c2ccc(C(=O)NCC(c3ccco3)N3CCCCC3)cc2)cc1 (stereo not drawn)	16	24*	-5
CCOc1ncccc1C(=O)OCC(=O)NCCCc1ccccc1	-0.5	-0.3	-2
COCCn1c(SCc2ccc(Cl)cc2)nc2c1c(=O)[nH]c(=O)n2C	-0.3	-1.7	-2
Cc1ccccc1CNC(=O)CCNS(=O)(=O)c1ccc(OC(F)(F)F)cc1	7.1	11	-7
CC1(C)NC(=O)N(CC(=O)N2CCCC(C(F)(F)F)C2)C1=O (stereo not drawn)	0.2	0.1	-4
CCOc1cc(/C=C/C(=O)N(CC)CC(=O)NCc2cccs2)cc(Cl)c1OC	-0.9	-1.9	2

An excerpt from above in order of the GalR3 antagonist value, highest first:
Molecule | GalR3 antagonist
CCOc1cc(/C=C/C(=O)N(CC)CC(=O)NCc2cccs2)cc(Cl)c1OC | 2
Cn1c(-c2ccc(F)c(F)c2)cc2onc(-c3ccccc3)c2c1=O | 0
COCCn1c(SCc2ccc(Cl)cc2)nc2c1c(=O)[nH]c(=O)n2C | -2
CC1(C)NC(=O)N(CC(=O)N2CCCC(C(F)(F)F)C2)C1=O (stereo not drawn) | -4
CCC(C)Sc1ccc([C@@H]2[C@@H]3C(=O)N(C)C(=O)[C@@H]3[C@]3(C(=O)OC)CCCCN23)cc1OC (stereo partly drawn) | -5

(list continues)
SMILES	V1R ag counter	OXTR ag	GalR3 antagonist
COc1ccc(CC(=O)Nc2ccc(C)c(S(=O)(=O)N3CCCCCC3)c2)cc1	1.8	1.0	-2
Cc1ccc(OCCCC(=O)Nc2ccc(S(=O)(=O)N3CCOCC3)cc2)cc1	9.4	11	-7
COc1cc(F)cc(-c2ccc3c(c2)c(C#Cc2ccsc2)c(-c2cc(OC)cc(OC)c2)n3C)c1	2.0	1.0	-4
Cc1cc(C(=O)Nc2ccccc2N2CCOCC2)no1	-0.3	0.0	-7
CCC(NC(=O)c1cncc(Br)c1)c1ccccc1 (stereo not drawn)	4.0	-2.6	-4
Cc1ccc(S(=O)(=O)N2[C@@H](c3ccc4c(c3)OCO4)C(C(=O)O)=C[C@H]2CC2CCCC2)cc1	1.4	0.6	-7
CC(C)NC(=O)N(C)C[C@H]1Oc2ccc(NC(=O)Nc3ccccc3)cc2C(=O)N([C@@H](C)CO)C[C@@H]1C	1.1	3.5	-1
CC(C)Cn1c(N)c(C(=O)COC(=O)Cc2cccc(C(F)(F)F)c2)c(=O)n(C)c1=O	9.6	14	-6
Cc1ccc(CCN2CCN=C2Nc2ccccc2)cc1	0.9	-0.1	-9
O=C(COC(=O)C1COc2ccccc2O1)NC1CCCCC1 (stereo not drawn)	1.8	1.4	-4
CN(C)c1ccc(/C=N/NC(=O)c2ccc(-n3cnnn3)cc2)cc1	0.7	0.5	-4
CCN(c1ccccc1)S(=O)(=O)c1ccc(OC)c(NC(=O)COc2ccc(C(C)=O)cc2)c1	5.7	-0.1	-4
Cc1cc(C(=O)OCC(=O)N2CCCCCC2)ccc1[N+](=O)[O-]	1.4	1.5	-5
COc1ccc(CCNC(=O)c2cc3c(cc2Cl)N2CCCCCC2=NS3(=O)=O)cc1	-0.2	0.2	0
O=S(=O)(c1ccc2c(c1)OCCO2)N1CCN(S(=O)(=O)c2ccccn2)CC1	1.1	0.7	6
COc1ccccc1CNC(=O)COC(=O)/C=C/c1ccc2c(c1)OCO2	-0.9	-1.3	-5
CCc1noc(C)c1C(=O)NNC(=O)c1ccccc1F	0.5	0.4	-2
CCNc1nc(NCC)n2c(SCC(=O)Nc3ccccc3OC(F)F)nnc2n1	0.4	0.8	1
CCCn1c(N)c(N(CCOC)C(=O)CSCC(=O)Nc2ccc(OC)cc2)c(=O)[nH]c1=O	-0.7	0.3	-2
Cc1ccccc1-c1cc(C(=O)NCc2ccc(OC(F)(F)F)cc2)n(CC2CC(c3cccnc3)=NO2)n1 (stereo not drawn)	2.6	-0.3	-7
CCOc1ccc(S(=O)(=O)NCCC(=O)NCCc2ccc(OCC)c(OCC)c2)cc1	0.6	-1.5	-3
CCCn1c(SCC(=O)N(C)C2CCS(=O)(=O)C2)nc2sc3c(c2c1=O)CCC3 (stereo not drawn)	0.3	-1.5	0
COC(=O)c1cc(C(=O)OCC(=O)NC(=O)c2ccccc2)cc([N+](=O)[O-])c1	-0.4	-0.3	-4
Cc1ccc(C)c(S(=O)(=O)NCCC(=O)N2CCCC(C(N)=O)C2)c1 (stereo not drawn)	0.1	0.4	-2
CN(C(=O)c1ccc(NC(=O)Cc2cccc(NC(=O)C3CCN(C(=O)C4CC4)CC3)c2)cc1)C1CCCC1	-0.1	0.3	-4
CSc1ccc(CN(C)C(=O)CNC(=O)c2ccc3c(c2)OCO3)cc1	1.7	1.2	-5
CCOC(=O)C1=C(COC(=O)CCc2ccccc2)NC(=O)NC1C (stereo not drawn)	2.2	1.0	1
Cc1cc(C(=O)OC(C)C(=O)NC2CCCCC2)c(C)o1 (stereo not drawn)	-0.3	-0.6	-7
CC(=O)Nc1ccc(NC(=O)CSC2=NS(=O)(=O)c3ccccc3N2)cc1	1.0	0.2	-3
COc1ccccc1NC(=O)C(C)OC(=O)/C(=C/c1ccccc1)NC(C)=O (stereo not drawn)	0.8	1.6	-2
Cc1cc(NC(=O)CSc2cc(C)c3ccccc3n2)no1	0.1	-1.1	-4
COc1ccccc1OCCNC(=O)CNC(=O)c1ccc(C(C)(C)C)cc1	-0.1	-1.0	-5
Cn1c(SCC(=O)Nc2ccc(N3CCOCC3)cc2)nnc1C(F)(F)F	0.5	0.9	-6
COc1ccccc1NS(=O)(=O)c1cccc(C(=O)N2CCN(Cc3ccc4c(c3)OCO4)CC2)c1	1.4	0.5	-2
Cc1ccc(S(=O)(=O)N2CCCCC2)cc1NC(=O)Cn1ncc(Cl)c(Cl)c1=O	1.2	-0.3	-7
C=CC[C@@H](CC(=O)N(CCO)Cc1ccccc1)C(=O)N[C@H](C)COC(=O)[C@@H](CC=C)Cc1ccc(F)cc1	1.4	-1.4	-3
CCOc1cc(C(=O)OC(C)C(=O)Nc2ccc(S(N)(=O)=O)cc2)ccc1OCC(=O)N1CCOCC1 (stereo not drawn)	0.5	0.5	-4
CN(C(=O)c1cccc(NC(=O)Cc2cccc([N+](=O)[O-])c2)c1)C1CCCCC1	8.0	11	-2
COc1cc(C(=O)NN2C(=O)NC3(CCC(C)CC3)C2=O)ccc1OC(F)F (stereo not drawn)	1.1	-0.2	0
